# Bioassay records: PubChem BioAssay, several laboratories
# MT1-MMP act inh = blockers of MT1-MMP proenzyme processing, primary screen, HT1080 RFP-PRO-GFP cells, GFP/RFP fluorescence. AID 651647, 2012. GFP/RFP ratio change, % at 20 µM. Matrix metalloproteinase-14 (Homo sapiens), P50281. GFP/RFP ratio fluorescence, overnight; percent of plate control window, DMSO zero. 360,000 compounds, 0.061% hits;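 active = GFP/RFP ratio change of at least 30% with cell ATP level not reduced by more than half and red fluorescence within 50% of control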; note: strong numbers were not always called active
#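 Assay system: HT1080 RFP-PRO-GFP cells | Dosing: 20 µM single dose, 1% DMSO | Incubation: Cells overnight before dosing, compound overnight, 37 °C, 5% CO2 | Evaluation: GFP/RFP fluorescence ratio | Control set: DMSO-only wells and HT1080 RFP-L50D-GFP cell wells as references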
# SKN-1 inh = suppressors of acrylamide-induced Pgst-4::GFP reporter in worms, primary screen, SKN-1 inhibitor project, whole organism, uHTS, GFP/RFP fluorescence ratio, strain VP596; C. elegans VP596 Pgst-4::GFP/RFP ratio, 24 h; inhibition, % at 21.8 µM; 360,000 compounds, 0.49% hits;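 active = interference check ratio from 0.5 to 1.5 plus GFP to RFP signal ratio inhibition reaching or exceeding a fixed threshold, cut at about 30% in these data, passing the limit was not always enough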; note: some compounds called inactive have numbers as strong as hits
# bovine MsrA act = bovine MsrA enzyme activators, primary screen, biochemical, absorbance, HTS; Methionine sulfoxide reductase A (Bos taurus); purified bovine MsrA, absorbance read-out; activation, % at 10.6 µM; 360,000 compounds, 0.3% hits; AID 602163, 2012; in the data active = activation above about 7.5%;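 note: 0% = vehicle and 100% = reference activator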
# eLon inh = inhibitors of E. coli Lon protease, primary screen, biochemical, fluorescence polarization | purified E. coli Lon protease | inhibition, % at 7.94 µM | 360,000 compounds, 0.42% hits | AID 602123, 2011; in the data active = inhibition above about 13%, passing the limit was not always enough;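 note: 0% = enzyme with probe and DMSO and 100% = no enzyme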
# Tb MetRS inh = T. brucei MetRS inhibitors, primary screen, biochemical, luminescence | methionyl-tRNA synthetase (Trypanosoma brucei brucei) | purified T. brucei MetRS, ATP depletion, Kinase-Glo luminescence | inhibition, % at 11.9 µM | 360,000 compounds, 0.4% hits;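 active = inhibition above a per-plate cutoff of the control wells' mean inhibition plus 3 SD, cut at about 5.5% in these data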;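 note: 0% = DMSO wells median and 100% = median of wells with control inhibitor compound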
#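 Material – parasite MetRS enzyme · Medium – HEPES-MgCl2-KCl buffer plus DTT, spermine, BSA, pyrophosphatase · Reagent – ATP, methionine and E. coli bulk tRNA substrates · Times – 15 min enzyme-compound preincubation, 2 h reaction, 10 min detection, 25 °C · Measured by – luminescence of leftover ATP · Evaluation – percent inhibition relative to median high and low control wells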
# MsrA inhibitor = bovine MsrA enzyme inhibitors, primary screen, biochemical, absorbance, HTS; Methionine sulfoxide reductase A (Bos taurus); purified bovine MsrA, absorbance read-out; inhibition, % at 15.5 µM; 360,000 compounds, 0.75% hits; AID 651718, 2012; in the data active = inhibition above about 4.5%;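 note: 0% = vehicle wells with enzyme and 100% = reference inhibitor wells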
# FAS-TE inh = FAS thioesterase domain inhibitors, primary screen, biochemical, fluorescence intensity, uHTS. Fatty acid synthase (Homo sapiens), P49327. recombinant FAS-TE, OMFH fluorogenic substrate, fluorescence endpoint. inhibition, % at 15 µM. 360,000 compounds, 0.67% hits. AID 602261, 2012;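 active = compounds whose normalised, plate-corrected inhibition of enzyme fluorescence in the single-dose primary screen is 50% or more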;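 note: 0% = DMSO with enzyme and 100% = substrate without enzyme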
# MLLE-PAM2 inh = inhibitors of PABP1 MLLE–PAM2 peptide binding, primary screen, biochemical, fluorescence polarization, FITC-PAM2, GST-MLLE. 360,000 compounds, 0.36% hits. inhibition, % at 20 µM. Polyadenylate-binding protein 1 (Homo sapiens), P11940. AID 588489, 2011; in the data active = inhibition above about 35%, passing the limit was not always enough;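 note: plate controls were DMSO wells with GST-MLLE for no effect and wells lacking GST-MLLE protein for full effect; some results filed as inactive read as strong as hits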
# NRP1-CendR mod = modulators of CendR peptide binding to NRP-1, primary screen, biochemical, fluorescence polarization, uHTS; 360,000 compounds, 0.85% hits; AID 602438, 2012; FAM-RPARPAR peptide binding to NRP-1; inhibition, % at 25 µM;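 active = inhibition or corrected inhibition above about 18%, plus a signal ratio from 0.5 to 1.5, limit read from the data, passing the limit was not always enough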; note: strong numbers were not always called active
# * marks the source's active call; other numbers are inactive results; · = not tested or not shown.
SMILES,MT1-MMP act inh,SKN-1 inh,bovine MsrA act,eLon inh,Tb MetRS inh,MsrA inhibitor,FAS-TE inh,MLLE-PAM2 inh,NRP1-CendR mod
CN(c1ccccc1)S(=O)(=O)c1ccc(NC(=O)c2ccc(F)cc2)cc1,1,8,-2,5,-0.1,-1.4,28,-4,4
COc1cc(O)c(C(CCN2CCCC2)c2ccc(N(C)C)cc2)c(OC)c1 (stereo unspecified),7,19,-2,-1,-0.5,1.5,-5,-9,9
COc1ccc(C(=O)NC(CO)c2nnc(SCc3ccc(Cl)c(Cl)c3)n2C)cc1 (stereo unspecified),3,5,-2,-1,-0.8,-0.4,-3,-7,4
CSc1nnc(-c2ccc(NC(=O)CCc3ccccc3)cc2)n1C,0,-11,-4,-8,-0.1,0.5,-6,-135,0
C=CCn1c(=N)n(CC(O)c2ccco2)c2ccccc21 (stereo unspecified),-17,27,-13,4,-0.5,0.6,-13,26,4
Cc1cc(C(=O)Nc2ccccc2N2CCOCC2)c2ccccc2n1,2,3,0,3,0.2,-0.8,-6,15,5
CN1C(=O)/C(=C\c2cccc(OCc3ccccc3)c2)SC1=S,0,27,0,-13,0.4,-0.5,15,14,-22
CN1C(=O)C(CC(=O)NC2CCCCC2)SC1=Nc1ccccc1 (stereo unspecified),-9,5,7,-1,-0.8,2.1,-7,7,12
O=C(O)C1CCN(C(=O)c2cc(F)cc3c2OCOC3)CC1,3,-1,-4,0,-0.2,-0.7,-7,0,-3
CCOC(=O)C(CCC(C)=O)C(=O)c1ccccc1 (stereo unspecified),-2,10,-2,-12,-0.2,0.5,-11,9,8
COc1ccc(CNC(=O)CN(Cc2ccc(OC)cc2)C(=O)CCC(=O)Nc2ccccn2)cc1,-3,0,0,0,-0.9,-0.4,-2,4,-1
Cn1ccnc1SCC(=O)c1ccc(OC(F)F)cc1,1,11,3,-5,0.2,0.6,-4,-6,7
COc1ccc(NC(=O)C(c2ccc(OC)cc2)N(C)C(=O)c2cnccn2)cc1 (stereo unspecified),2,-1,-1,0,-0.6,-0.8,-2,5,-1
O=C(COC(=O)c1cc[n+]([O-])cc1)Nc1ccc([N+](=O)[O-])cc1,-4,6,-3,-12,-0.5,0.9,-2,1,7
CCO[C@@H]1OC(C(=O)NCc2nc3ccccc3[nH]2)=C[C@H](c2ccc(C(F)(F)F)cc2)[C@H]1CCCO,1,-3,0,2,33*,-0.1,12,-5,1
Cc1ccc(N(CCC(=O)O)S(=O)(=O)c2cccc(C(F)(F)F)c2)cc1,1,5,-5,8,3.2,0.0,-1,-4,2
CCOC(=O)c1c(NC(=O)COC(=O)Cc2c[nH]c3ccccc23)sc(C(=O)N(C)C)c1C,-1,8,-7,-10,-0.7,-0.2,3,-7,-2
COc1ccccc1C1CC(=O)Nc2cc3c(cc21)OCCO3 (stereo unspecified),2,17,0,2,-0.2,-0.5,0,-3,15
O=C1CC(N2CCc3ccccc32)C(=O)N1c1ccccc1 (stereo unspecified),1,-9,-3,5,-1.1,-0.9,-5,-6,5
O=C(NC1CC1)C1CCCN1C(=O)NC1CCCCC1 (stereo unspecified),8,9,-2,-5,-0.3,0.3,-4,-6,0
CN1CCN(c2ccc(S(=O)(=O)N3CCCCC3)cc2NC(=O)CSC(C)(C)C)CC1,-2,13,-1,-15,-0.2,3.0,-11,-35,-1
CCC(C)C(NC(=O)C1CCC(=O)N1C(=O)OCc1ccccc1)C(=O)NC(Cc1ccccc1)C(N)=O (stereo unspecified),·,-4,-10,12,-1.3,-2.8,-5,-1,0
CC(=O)c1ccc(-n2ccnc2)cc1,-4,2,-1,-1,0.4,0.3,-4,-8,1
Nc1c(Cl)c(Cl)nc(C(=O)OCC(=O)NC2CCCCC2)c1Cl,-5,-11,-2,-10,0.0,1.2,36,-16,-9
O=S(=O)(c1ccc(Cl)cc1)c1nc(-c2ccco2)oc1N1CCOCC1,-3,14,-3,5,-0.3,1.0,9,3,8
CCOC(=O)N1CCC(n2c(SCC(=O)OCc3ccccc3)nc3ccsc3c2=O)CC1,1,2,-4,-7,-0.7,-0.7,24,-6,4
Cc1cccc(NC(=S)NCCC(c2ccccc2)c2ccccc2)c1,-1,1,-2,3,-0.3,0.1,29,-39,3
CCc1ccc(NC2Nc3cc(C)nn3S2)cc1 (stereo unspecified),3,14,-4,2,0.2,0.7,-9,-24,0
CCOc1ccc(Nc2nc(Cc3nnc(SCC(=O)O)o3)cs2)cc1,-3,7,-8,-11,-0.8,1.3,-14,-54,-37
Cc1ccc(S(=O)(=O)N2CCOC23CCN(S(=O)(=O)c2cccs2)CC3)cc1,6,-12,-4,-2,-0.4,-0.1,16,1,1
C#CCOCCOCCOCCNc1nc(N2CCN(C(=O)CCCCCCCCCCNC(=O)Cn3cc(C[C@@H](C)O)nn3)CC2)nc(N2CCN(C(=O)CCCCCCCCCCNC(=O)[C@H](CCCN=C(N)N)n3cc(C[C@@H](C)CC)nn3)CC2)n1,9,-11,2,-10,-0.6,·,-45,-5,4
COc1cccc(C2=NOC(C(=O)N3CCN(Cc4ccccc4)CC3)C2)c1OC (stereo unspecified),2,11,-1,-5,-0.2,1.5,-2,-7,-6
COc1ccc(C)cc1NC(=O)C1CCN(S(=O)(=O)c2cccc3cccnc23)CC1,-5,-4,-2,-6,-0.7,1.9,8,-8,-4
CC1CCC(=NNC(=O)c2ccccc2-n2cccc2)CC1 (stereo unspecified),4,12,-2,-17,-0.3,0.9,-5,7,3
COC(=O)c1cc(=O)c2c(C)nc(C(Cl)(Cl)Cl)nc2[nH]1,2,-13,-14,-9,-1.8,2.0,-2,9,-9
CCCN(C(=O)CSCc1ccc(C)cc1)c1c(N)n(Cc2ccccc2)c(=O)[nH]c1=O,-7,-1,-3,6,-0.2,2.4,-1,-27,-9
CC1(C(=O)NCc2ccc(F)c(F)c2)Cc2c(-c3cccc(C(N)=O)c3)ccnc2O1 (stereo unspecified),-3,-5,-1,-7,0.6,-0.4,-1,-7,-11
CCN(CCNC(=O)C1CCCN(Cc2nc(-c3ccc(OC)cc3)oc2C)C1)c1ccccc1 (stereo unspecified),-6,-11,0,-7,-0.2,-0.1,8,-9,2
O=C(CN1C(=O)c2ccccc2C1=O)NCc1ccc(N2CCOCC2)cc1,·,6,-4,-5,-1.3,-0.6,-6,-7,0
O=c1c(O[C@H]2O[C@@H](CO)[C@H](O)[C@@H](O)[C@@H]2O)c(-c2ccc(O)cc2)oc2cc(O)cc(O)c12,6,-6,-5,-2,0.6,3.6,-3,1,4
Cc1cc([N+](=O)[O-])ccc1NC(=O)CCC(=O)N1CCCCCC1,2,1,-6,4,0.1,0.7,7,2,15
Cc1cc(Br)ccc1NC(=O)CNC(=O)CN(C)Cc1nc2ccccc2c(=O)[nH]1,0,8,2,-2,0.8,-1.2,-5,4,-6
CCCCc1cc(=O)oc2cc(C)cc(OCc3nn[nH]n3)c12,0,-3,-2,5,-1.2,2.5,-2,3,13
O=C(CN1CCN(S(=O)(=O)N2CCCCC2)CC1)Nc1cc(Cl)ccc1Cl,-2,13,-6,7,-0.7,1.6,5,-4,6
Cn1cnc([N+](=O)[O-])c1Sc1nc(N)nc2c1ncn2C1CC(O)C(CO)O1 (stereo unspecified),14,-18,-1,-3,-0.4,5.5*,-6,10,-9
Cc1c(Cc2ccccc2)c(=O)oc2cc(OCC(=O)c3ccccc3)ccc12,-4,-1,-1,-4,-0.3,1.1,24,11,-2
O=C(NCCc1nc2ccccc2[nH]1)C1CCC(=O)N(CCc2cccc(F)c2)C1 (stereo unspecified),0,25,-3,-11,0.0,-0.5,-5,-5,3
CCOc1ccc(N2C(=O)CC(N3CCC(NC(=O)Nc4ccccc4)CC3)C2=O)cc1 (stereo unspecified),-5,-9,-1,6,-0.7,-0.9,-4,4,1
CCCn1c(=O)c(-c2nc3ccccc3[nH]2)c(O)c2ccccc21,-2,7,-9,5,-0.6,1.6,-8,5,-5
Cc1ccc(C)c(S(=O)(=O)N2CCN(c3ncnc4sccc34)CC2)c1,-10,-5,-2,-21,0.9,-1.3,25,7,2
O=C(c1ccc(NC2=NC3CS(=O)(=O)CC3S2)cc1)N1CCN(c2ccccc2)CC1 (stereo unspecified),2,2,-1,-5,-0.1,0.7,-7,-113,-9

# Structures shown so far that have an aryl methoxy group (8):
SMILES,MT1-MMP act inh,SKN-1 inh,bovine MsrA act,eLon inh,Tb MetRS inh,MsrA inhibitor,FAS-TE inh,MLLE-PAM2 inh,NRP1-CendR mod
COc1cc(O)c(C(CCN2CCCC2)c2ccc(N(C)C)cc2)c(OC)c1 (stereo unspecified),7,19,-2,-1,-0.5,1.5,-5,-9,9
COc1ccc(C(=O)NC(CO)c2nnc(SCc3ccc(Cl)c(Cl)c3)n2C)cc1 (stereo unspecified),3,5,-2,-1,-0.8,-0.4,-3,-7,4
COc1ccc(CNC(=O)CN(Cc2ccc(OC)cc2)C(=O)CCC(=O)Nc2ccccn2)cc1,-3,0,0,0,-0.9,-0.4,-2,4,-1
COc1ccc(NC(=O)C(c2ccc(OC)cc2)N(C)C(=O)c2cnccn2)cc1 (stereo unspecified),2,-1,-1,0,-0.6,-0.8,-2,5,-1
COc1ccccc1C1CC(=O)Nc2cc3c(cc21)OCCO3 (stereo unspecified),2,17,0,2,-0.2,-0.5,0,-3,15
COc1cccc(C2=NOC(C(=O)N3CCN(Cc4ccccc4)CC3)C2)c1OC (stereo unspecified),2,11,-1,-5,-0.2,1.5,-2,-7,-6
COc1ccc(C)cc1NC(=O)C1CCN(S(=O)(=O)c2cccc3cccnc23)CC1,-5,-4,-2,-6,-0.7,1.9,8,-8,-4
CCN(CCNC(=O)C1CCCN(Cc2nc(-c3ccc(OC)cc3)oc2C)C1)c1ccccc1 (stereo unspecified),-6,-11,0,-7,-0.2,-0.1,8,-9,2

# Not a hit list (roughly 4% active in at least one column).
